beta cell repl: inducers of beta-cell replication in MIN6 cells; AID 2380; proliferation, % at 10 µM; hit rate 0.29% among 330,000; MIN6 cells proliferation, ATPlite luminescence, 48 h; cells starved in 0.2% serum; 100% = growth in 10% serum;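 active = compounds whose signal lies at least 3.5 SD above the mean of all wells on their plate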;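 note: 0% = DMSO-treated cells in low-serum medium and 100% = 10% serum control; some compounds called inactive have numbers as strong as hits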
SENP6 block: SENP6 protease inhibition | Q9GZR1 | Recombinant SENP6 catalytic domain, aminoluciferin luminescence | inhibition, % at 10 µM | hit rate 1.8% among 330,000;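 active = inhibition above about 50% at the single tested dose, limit read from the data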;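 note: plate controls were DMSO wells with enzyme for no effect and DMSO wells lacking enzyme for full effect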
Target sequence (Q9GZR1 628-1112 limits assumed): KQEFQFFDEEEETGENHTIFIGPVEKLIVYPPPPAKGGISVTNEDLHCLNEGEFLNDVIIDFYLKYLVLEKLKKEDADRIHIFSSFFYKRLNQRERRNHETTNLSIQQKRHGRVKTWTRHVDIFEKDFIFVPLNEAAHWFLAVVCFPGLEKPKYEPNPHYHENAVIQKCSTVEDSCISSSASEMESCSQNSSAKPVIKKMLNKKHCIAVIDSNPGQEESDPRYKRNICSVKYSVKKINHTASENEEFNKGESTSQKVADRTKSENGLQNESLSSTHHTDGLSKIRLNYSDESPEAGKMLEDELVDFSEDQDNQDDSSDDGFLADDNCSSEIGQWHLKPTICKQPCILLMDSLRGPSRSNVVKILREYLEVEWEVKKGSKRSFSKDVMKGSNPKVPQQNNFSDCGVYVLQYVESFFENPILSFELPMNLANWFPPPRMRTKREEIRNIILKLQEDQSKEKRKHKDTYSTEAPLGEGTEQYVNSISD
UBC13 polyUb: blocks human UBC13 polyubiquitin chain formation; AID 485273; P61088; hit rate 0.47% among 330,000; TR-FRET; inhibition, % at 20 µM; in the data active = inhibition above about 45%, passing the limit was not always enough
SENP8 block-1: inhibitors of human SENP8 protease; Q96LD8; recombinant SENP8, Nedd8 substrate fluorescence; inhibition, % at 20 µM; hit rate 0.64% among 360,000; AID 602440; in the data active = inhibition mostly above about 40%, no sharp cut-off; inactive = mostly below about 27%
PfGluPho inh: PfG6PD (Plasmodium falciparum) enzyme inhibition; PfGluPho enzyme, NADPH resazurin-diaphorase fluorescence; inhibition, % at 20 µM; hit rate 0.78% among 350,000; AID 504690;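 active = inhibition reaching at least a set limit at 20 µM in the primary screen, cut at about 59% in these data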;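 note: 0% = DMSO wells with substrate and 100% = DMSO wells lacking glucose-6-phosphate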
SENP8 block-2: SENP8 protease inhibition; purified SENP8, Z-RLRGG-aminoluciferin cleavage, luminescence; AID 2540; Q96LD8; hit rate 1.2% among 330,000; inhibition, % at 10 µM; in the data active = inhibition above about 50%
HKDC1 inhibitor: blocks human hexokinase HKDC1 activity | recombinant HKDC1, G6PDH/diaphorase resazurin coupled fluorescence | inhibition, % at 20 µM | hit rate 0.16% among 340,000 | Q2TB90;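 active = inhibition above about 35% when tested at 20 µM, limit read from the data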;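 note: plate controls were DMSO wells with enzyme for no effect and DMSO wells lacking enzyme for full effect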
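System: Recombinant HKDC1 hexokinase | Amount: HKDC1 at 5 µg/mL | Reagent: Glucose with 1 mM ATP | Doses: Single 20 µM dose | Incubation: Reaction time 90 min, room temperature, protected from light | Signal: Coupled resazurin fluorescence, excitation 525 nm, emission 613 nm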
SENP7 block: blocks the human protease SENP7; Q9BQF6; recombinant SENP7, Z-RLRGG-aminoluciferin luminescence, 40 min; hit rate 1.5% among 330,000; inhibition, % at 5 µM;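 active = inhibition above about 50% at the single test dose, limit read from the data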;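 note: plate controls were DMSO with enzyme for no effect and no enzyme buffer wells for full effect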
SENP1 inh: inhibitors of human SENP1 SUMO protease catalytic domain | Q9P0U3 | recombinant SENP1 catalytic domain, CyPet-SUMO1-YPet FRET cleavage | inhibition, % at 10 µM | hit rate 0.21% among 360,000 | AID 624204;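 active = inhibition at least 30% at 10 µM, raw YFP signal under a set limit, fluorescence ratio 0.5 to 1.5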;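 note: 0% = enzyme with DMSO and 100% = no enzyme wells; some results filed as inactive read as strong as hits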
Target sequence (Q9P0U3 419-644 limits assumed): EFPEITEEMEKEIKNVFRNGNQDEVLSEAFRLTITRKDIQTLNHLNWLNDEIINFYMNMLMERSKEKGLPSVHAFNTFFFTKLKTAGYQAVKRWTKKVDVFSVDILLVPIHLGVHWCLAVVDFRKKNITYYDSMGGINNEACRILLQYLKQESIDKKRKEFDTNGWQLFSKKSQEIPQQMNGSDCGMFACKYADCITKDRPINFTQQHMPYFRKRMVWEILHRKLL
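Test system: recombinant human SENP1 catalytic domain, His6-tagged / Medium: pH 8 Tris buffer with EDTA, NaCl, BME, BSA, NP40, catalase / Also added: SUMO1 FRET substrate flanked by Cypet and Ypet, 25 nM / Times: 50 min reaction at room temperature / Signal: FRET, CFP and YFP emission / Control set: no-enzyme low control and enzyme-plus-DMSO high control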
Numbers without * were called inactive; . = no result given. Rows are unselected; 4% or so of the library scored in one or more.

Molecule	beta cell repl	SENP6 block	UBC13 polyUb	SENP8 block-1	PfGluPho inh	SENP8 block-2	HKDC1 inhibitor	SENP7 block	SENP1 inh
Cc1ccc(C)c(SCC(=O)OCC(=O)c2ccco2)c1	1.3	-16.8	-2.6	12.7	8.0	-6.5	-6.8	-1.7	1.7
COc1ccc(Cl)cc1N=Cc1c(O)c2ccccc2oc1=O	-0.6	-7.6	4.5	-414.6	-5.5	-12.6	0.2	10.1	-102.6
O=C(NCc1ccc2c(c1)OCO2)c1c(-c2ccsc2)sc2ccccc12	-3.1	-17.3	24.2	-16.2	7.4	2.6	4.1	-8.6	-2.9
Cc1c(NS(=O)(=O)c2cc(C(=O)NCc3cccc(Cl)c3)ccc2Cl)c(=O)n(-c2ccccc2)n1C	.	.	.	-15.5	-9.2	.	0.7	.	-3.4
COc1ccc(CNc2oc(C)nc2C#N)cc1	0.1	-4.5	-5.1	17.3	6.7	-9.7	2.5	6.4	-0.8
O=C1N[C@@H](Cc2ccccc2)COC(=O)[C@H](Cc2ccc(F)cc2)C/C=C\C[C@@H]1CC(=O)N(CCO)Cc1ccccc1	-5.3	14.4	8.7	4.0	4.5	5.1	-4.6	-0.8	0.5
CC(=O)N1CCN(c2ccccc2NC(=O)c2ccco2)CC1	-3.5	-9.1	-2.6	4.7	10.6	-2.5	0.8	-1.5	-0.1
CC(CC(=O)Nc1nc2ccccc2[nH]1)c1ccccc1 (stereo not drawn)	-0.2	1.3	13.8	26.1	-4.3	-5.9	-5.1	0.8	0.4
CCCc1ccc(-c2ccc(/C=C/C(=O)O)cc2)nc1	.	.	.	-84.3	-7.4	.	-1.1	.	2.5
CCn1c(SCC(=O)NCc2ccc3c(c2)OCO3)nnc1-c1c[nH]c2ccccc12	-2.2	-10.6	-0.8	-13.2	-24.9	-1.7	-5.8	0.5	2.4
O=C(Nc1cccc(C(=O)O)c1)/C(=C/c1ccc([N+](=O)[O-])cc1)NC(=O)c1ccccc1	0.0	11.0	-10.3	8.6	-13.9	-1.2	4.5	3.8	2.1
CC(=O)N(\C=C/C=C/C=C1\Sc2ccccc2C1=O)c1ccccc1	-6.2	21.2	-218.8	-16.2	15.3	1.1	9.3	12.2	16.5
O=C(CSc1nnnn1C1CCCCC1)N1CCN(C(=O)c2ccco2)CC1	0.5	14.6	5.0	10.9	8.1	-1.7	-12.3	-1.8	1.1
COc1cccc(C2NC(=O)N(CCCC(=O)O)C(C)=C2C(=O)OCc2ccccc2)c1 (stereo not drawn)	-0.5	2.2	-3.5	.	.	-6.7	.	-4.8	.
O=C(CSc1nnc(-c2ccco2)n1-c1ccccc1)NCC1CCCO1 (stereo not drawn)	2.5	-4.9	1.4	11.3	-20.9	-6.9	4.8	-3.7	1.9
COC(=O)Cn1c(=NC(=O)CSCC(=O)Nc2cc(C)on2)sc2ccccc21	-2.1	-4.4	-6.3	14.4	1.1	-12.1	-4.2	12.9	-2.2
O=C(CNC(=S)N(CCCN1CCOCC1)Cc1cccs1)N1CCCCCC1	-3.0	-6.1	-13.1	17.3	-2.4	-4.4	-5.9	-4.4	2.6
CCN(CC)S(=O)(=O)c1ccc(C)c(NC(=O)CSc2nc3ccc(C)cc3[nH]2)c1	-1.2	3.5	0.1	3.8	17.3	-9.0	-2.8	-5.4	1.0
NC(=O)c1cc2ccccc2o/c1=N\NC(=O)c1ccccc1O	-5.4	11.2	-10.5	25.6	6.8	3.1	5.8	4.1	2.5
COc1cccc(NC(=O)Nc2ccc3c(c2)nnn3C)c1	-0.9	-7.8	4.0	-19.7	-6.0	-11.4	6.9	13.0	-2.2
Cc1cccc(NC(=O)c2nc[nH]c2C(=O)NCCCCNC(=O)c2[nH]cnc2C(=O)Nc2cccc(C)c2)c1	-5.9	-4.9	8.4	18.1	14.2	2.4	2.4	7.0	1.7
Cn1c(=N)n(CC(O)c2ccco2)c2ccccc21 (stereo not drawn)	0.0	-1.0	2.0	-2.5	13.4	5.6	-1.6	7.9	-3.8
O=C(Nc1ccccc1)c1cc2ccccc2s1	.	.	.	8.4	71.2*	.	-1.7	.	1.3
CNC(=O)c1c(NC(=O)C2=COCCO2)sc2c1CCC(C)C2 (stereo not drawn)	-4.6	9.6	1.6	-295.8	14.4	4.7	-0.7	-2.0	1.5
COCCCN1C(=O)C(O)=C(C(C)=O)C1c1ccccn1 (stereo not drawn)	-2.3	2.4	-3.9	22.0	5.9	1.3	4.5	2.4	0.1

An excerpt from above, reduced to SENP8 block-2 and HKDC1 inhibitor:
mol	SENP8 block-2	HKDC1 inhibitor
CC(CC(=O)Nc1nc2ccccc2[nH]1)c1ccccc1 (stereo not drawn)	-5.9	-5.1
CCCc1ccc(-c2ccc(/C=C/C(=O)O)cc2)nc1	.	-1.1
CCn1c(SCC(=O)NCc2ccc3c(c2)OCO3)nnc1-c1c[nH]c2ccccc12	-1.7	-5.8
O=C(Nc1cccc(C(=O)O)c1)/C(=C/c1ccc([N+](=O)[O-])cc1)NC(=O)c1ccccc1	-1.2	4.5

Full records, quoted from the list. Order of values: beta cell repl	SENP6 block	UBC13 polyUb	SENP8 block-1	PfGluPho inh	SENP8 block-2	HKDC1 inhibitor	SENP7 block	SENP1 inh
O=C(CNC(=S)N(CCCN1CCOCC1)Cc1cccs1)N1CCCCCC1 as listed: -3.0	-6.1	-13.1	17.3	-2.4	-4.4	-5.9	-4.4	2.6
Cn1c(=N)n(CC(O)c2ccco2)c2ccccc21 (stereo not drawn) as listed: 0.0	-1.0	2.0	-2.5	13.4	5.6	-1.6	7.9	-3.8
O=C(CSc1nnc(-c2ccco2)n1-c1ccccc1)NCC1CCCO1 (stereo not drawn) as listed: 2.5	-4.9	1.4	11.3	-20.9	-6.9	4.8	-3.7	1.9
Cc1c(NS(=O)(=O)c2cc(C(=O)NCc3cccc(Cl)c3)ccc2Cl)c(=O)n(-c2ccccc2)n1C as listed: .	.	.	-15.5	-9.2	.	0.7	.	-3.4
CCn1c(SCC(=O)NCc2ccc3c(c2)OCO3)nnc1-c1c[nH]c2ccccc12 as listed: -2.2	-10.6	-0.8	-13.2	-24.9	-1.7	-5.8	0.5	2.4

Following part
Molecule	beta cell repl	SENP6 block	UBC13 polyUb	SENP8 block-1	PfGluPho inh	SENP8 block-2	HKDC1 inhibitor	SENP7 block	SENP1 inh
O=C(Nc1ccon1)c1ccc(N2CCCCC2)c([N+](=O)[O-])c1	-4.5	12.9	-38.8	21.4	9.5	-3.5	-7.3	3.3	3.7
CC(=O)N1CCc2cc(S(=O)(=O)CCC(=O)N3CCc4ccccc4C3)ccc21	-2.6	7.1	-6.4	18.3	-11.5	-9.0	2.1	-2.5	-3.0
CCCCNC(=O)CCC(=O)Nc1ccc2nc(N3CCN(C)CC3)cc(C)c2c1	0.4	-12.3	13.8	-446.2	-6.8	4.2	1.3	4.9	-3.7
O=C(Nc1nnc(Cc2ccc(Cl)cc2)s1)C1CCCO1 (stereo not drawn)	0.1	-5.2	7.4	6.0	25.1	-4.6	-15.9	-4.0	1.1
c1ccc(CCSc2ncnc3nc[nH]c23)cc1	-0.1	-7.9	1.4	5.7	-5.2	-9.5	-3.6	3.1	1.1

From PubChem
